Source: PubChem
MK inhibit – blocks S. pneumoniae mevalonate kinase. inhibition, % at 10 µM. 65,000 tested, 0.48% active. AID 555. purified MK, PK/LDH-coupled NADH absorbance 340 nm;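 active = ranked among the strongest by inhibition in the single 10 µM screen, a fixed top-ranked set picked for dose follow-up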; note: no value below 0 was filed
HT1080 viability – cytotoxicity in HT1080 fibrosarcoma cells, cell-based, fluorescence readout (AID 620); cytotoxicity, % at 10 µM, or EC50 in µM where a hit was titrated; 87,000 tested, 0.42% active; HT1080 viability, fluorescence; higher % means a stronger effect;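 note: cells exposed to compound overnight then 4 h with Alamar Blue; 0% = vehicle DMSO and 100% = killing control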
Alkaline phosphatase – inhibition of tissue-nonspecific alkaline phosphatase – biochemical, luminescent (AID 518); purified TNAP enzyme, luminescent substrate readout; higher % means a stronger effect; one-dose inhibition, % at 20 µM; IC50 in µM for titrated hits; 64,000 tested, 0.09% active; in the data active = a potency from the dose series; inactive = the rest, 99 in 100 with inhibition below about 22%;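 note: plate controls were vehicle for no effect and reference inhibitor for full effect; many of its hits are not listed in these tables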
Bfl-1 inhibitors – Bfl-1 inhibitors, primary screen, biochemical, fluorescence polarization, FITC-Bid, mouse (AID 432) | FITC-Bid BH3 peptide fluorescence polarization displacement; higher % means a stronger effect | one-dose displacement, % at 20 µM; IC50 in µM for titrated hits | 64,000 tested, 0.02% active; in the data active = a potency from the dose series; inactive = the rest, 99 in 100 with displacement below about 15%; note: strong numbers were not always called active
DPM-DC inhibit – S. pneumoniae DPM-DC inhibition. purified DPM-DC, PK/LDH coupled NADH fluorescence. AID 556. 65,000 tested, 0.49% active. calls only at 10 µM;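 active = the 320 compounds with the highest percent inhibition in the single-dose primary screen, excluding strongly autofluorescent ones, cut at about 32% in these data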;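 note: kinetic rate of NADH fluorescence loss reporting ADP formed by the decarboxylase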
PMK inhibit – inhibitors of Streptococcus pneumoniae phosphomevalonate kinase; purified PMK, PK/LDH-coupled NADH absorbance 340 nm; inhibition, % at 10 µM; 65,000 tested, 0.49% active;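 active = top-ranked compounds by inhibition in the single 10 µM screen, taking a fixed number of the strongest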;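 note: 0% = full reaction with DMSO carrier and 100% = background rate without enzyme reaction; no value below 0 was filed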
KRASV12 cytotoxicity – cytotoxicity in KRAS-transformed pancreatic duct cells, primary screen, cell-based, fluorescence, HTS (AID 431). HPDE-C7K KRASV12 cells, Alamar Blue viability, 48 h; higher % means a stronger effect. cytotoxicity, % at 10 µM, or EC50 in µM where a hit was titrated. 63,000 tested, 1.7% active;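 active = compounds whose percent cytotoxicity in the single-dose primary screen, scaled between solvent and toxic-drug controls, exceeds 50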;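 note: 0% = DMSO solvent wells and 100% = doxorubicin-treated wells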
HPDE-C7 viability – cytotoxicity in HPDE-C7 cells, cell-based, fluorescence, HTS (AID 430); cytotoxicity, % at 10 µM; hits with a dose series show EC50 in µM; 63,000 tested, 1.8% active; HPDE-C7 pancreatic duct cells viability, fluorescence; higher % means a stronger effect;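 note: cells exposed to compound for 48 hours before viability readout; 0% = vehicle and 100% = reference cytotoxic drug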
LYP phosphatase – inhibition of human PTPN22 tyrosine phosphatase – biochemical, DiFMUP fluorescence, recombinant catalytic domain, 10 µM, primary screen (AID 606); recombinant LYP catalytic domain, DiFMUP fluorescence; higher % means a stronger effect; one-dose inhibition, % at 10 µM; IC50 in µM for titrated hits; 52,000 tested, under 10 active;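 active = IC50 under 40 µM in the dose-response test; inactive = IC50 of 40 µM or more, or never dose-tested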
PMK inhibit pilot replicates – further read-out of PMK inhibit, marked with its call; inhibition, %; measured here: pilot screen replicates
MK inhibit pilot replicates – second read-out of MK inhibit, no call of its own (marks repeat the call); inhibition, %; measured here: pilot screen replicates
DPM-DC inhibit pilot screen % – recorded beside DPM-DC inhibit, whose call it bears; inhibition, %; measured here: pilot screen trials
* marks the source's active call; other numbers are inactive results; i = inactive; · = no result given. Cut-off read from the data, not from the text of the source, unless noted: active = cytotoxicity above about 50%; inactive = the rest. Rows were taken by chance, and some 3.5% of all compounds hit somewhere here.

SMILES | MK inhibit | HT1080 viability | Alkaline phosphatase | Bfl-1 inhibitors | DPM-DC inhibit | PMK inhibit | KRASV12 cytotoxicity | HPDE-C7 viability | LYP phosphatase | others
COc1ccccc1-c1cc(C(=O)Nc2cc(C)n(Cc3ccc(Cl)cc3)n2)no1 | 5 | 4% | 12% | -8% | i | 15 | · | · | 16%
Cc1ccc(-c2nn3c(C)nnc3s2)cc1NC(=O)c1cccnc1 | 1 | -2% | 2% | 0% | i | 0 | -28% | -34% | 6%
C=CCNc1nc(N)c(C(=O)Nc2cc(C)on2)s1 | 6 | -2% | 1% | -2% | i | 0 | 11% | -5% | -1%
CCOC(=O)CCc1nc2ccccc2[nH]1 | 3 | 23% | 3% | 0% | i | 5 | -8% | -17% | 8%
CCOC(=O)N1CCC(NCCNC(=O)c2ccc(Cl)cc2)CC1 | 22 | 0% | 3% | 4% | i | 0 | -4% | -8% | 2%
Cc1cc(C(N)=O)c2cc(Br)ccc2n1 | 2 | 6% | 12% | 0% | i | 16 | 4% | 6% | 7% | PMK inhibit pilot replicates=0.0;MK inhibit pilot replicates=0.0;DPM-DC inhibit pilot screen %=0.0
O=C(NCc1ccco1)C1CCN(S(=O)(=O)N2CCC3(CC2)OCCO3)CC1 | 0 | 0% | 6% | -4% | i | 17 | -27% | -23% | 5% | PMK inhibit pilot replicates=0.5;MK inhibit pilot replicates=0.0;DPM-DC inhibit pilot screen %=0.0
CC(C)(C)Nc1c(N)c(=O)oc2ccccc12 | 6 | 17% | 11% | -4% | i | 3 | 2% | 4% | ·
N#CC1=C(N)C(C#N)(C#N)C(c2ccc[nH]2)C2CCCC=C12 (stereo not drawn) | 3 | -7% | 6% | 6% | i | 11 | 3% | 3% | 9%
CCn1c(SCC(=O)Nc2nc(C)cs2)nnc1-c1ccco1 | 5 | 14% | 10% | -4% | i | 5 | 3% | -4% | -1% | PMK inhibit pilot replicates=2.0;MK inhibit pilot replicates=4.5;DPM-DC inhibit pilot screen %=0.0
O=C(c1ccccc1)c1ccncc1 | 9 | 2% | 3% | -5% | i | 12 | 56%* | -24% | 12% | PMK inhibit pilot replicates=4.0;MK inhibit pilot replicates=0.0;DPM-DC inhibit pilot screen %=0.0
Cc1ccc(N(O)C(=O)OCCNC(=O)Nc2ccccc2)cc1 | 11 | -10% | 12% | -3% | i | 8 | 2% | -6% | 5%
NC(=O)c1ccccc1N/C=C/C(=O)c1ccco1 | 2 | 0% | 2% | 3% | i | 9 | 0% | -4% | -4%
Cn1cccc1C(=O)NC(=O)COC(=O)Cc1coc2ccc3ccccc3c12 | 2 | -7% | 7% | 5% | i | 12 | 15% | 8% | ·
CCOc1cccc(N2C(=O)CC(NCc3ccc(S(N)(=O)=O)cc3)C2=O)c1 (stereo not drawn) | 4 | -6% | 12% | 5% | i | 17 | · | · | 12%
CCOc1ccc(N2Cc3ncccc3C2=O)cc1 | 5 | -4% | 1% | 6% | i | 20 | 0% | -4% | 10%
Cc1c(Cl)cccc1NC(=O)CCN1CCCC(C)C1 (stereo not drawn) | 0 | -2% | 1% | 2% | i | 0 | 0% | -3% | 12%
O=c1[nH]c2ccc(S(=O)(=O)N3CCN(c4ccccc4F)CC3)cc2s1 | 6 | -4% | 14% | -2% | i | 0 | 5% | 7% | 3%
Cc1noc(C)c1COC(=O)CCCc1c[nH]c2ccccc12 | 6 | -2% | -6% | 3% | i | 17 | 7% | -6% | 4%
Cc1cc(C)c2nc(SCC#N)cc(C)c2c1 | 0 | -2% | 8% | -1% | i | 16 | 16% | 16% | -2%
Cc1ccc(C)c2[nH]c(=O)c(CCNC(=O)CC(C)(C)C)cc12 | 0 | 0% | 7% | 0% | i | 0 | -12% | -2% | 7% | PMK inhibit pilot replicates=1.0;MK inhibit pilot replicates=2.0;DPM-DC inhibit pilot screen %=8.0
O=C(Oc1nsnc1N1CCOCC1)N1CCOCC1 | 8 | -26% | 14% | -3% | i | 7 | 6% | -3% | 11%
Cc1ccsc1CN1CCN(c2ccccn2)CC1 | 45* | 14% | 2% | -5% | i | 0 | 14% | 4% | ·
CCNc1c(N)c(=O)oc2ccccc12 | 12 | 0% | 10% | -9% | i | 6 | 8% | 0% | 16%
Cn1cc(S(=O)(=O)N2CCN(C(=O)c3ccco3)CC2)c(=O)n(C)c1=O | 6 | 5% | -2% | 0% | i | 0 | -14% | -10% | -8%
The list goes on.
SMILES | MK inhibit | HT1080 viability | Alkaline phosphatase | Bfl-1 inhibitors | DPM-DC inhibit | PMK inhibit | KRASV12 cytotoxicity | HPDE-C7 viability | LYP phosphatase | others
COc1ccccc1N1CCN(C(=O)c2ccccc2Oc2ccccc2)CC1 | 7 | -1% | 14% | 0% | i | 13 | 0% | 2% | -19%
O=C(Nc1ccc(F)cc1)N1CCOCC1 | 8 | -6% | 8% | 8% | i | 10 | -6% | -2% | 7%
Cc1occc1-c1nnc(SCC(=O)N2CCCc3ccccc32)n1Cc1ccco1 | 5 | -1% | 9% | 0% | i | 12 | -3% | -14% | -1%
COc1cc2c(C#N)c(N3CCCCC3)nc(N)c2c(N)n1 | 1 | 37% | 15% | 5% | · | 9 | 57%* | 45% | 10%
CC1=C(C(=O)Nc2ccccn2)C(c2cccnc2)n2nnnc2N1 (stereo not drawn) | 4 | 0% | 0% | -12% | i | 11 | -7% | -1% | -6%
CCN1CCCC1CN(Cc1cc2cc(C)cc(C)c2[nH]c1=O)C(=O)Nc1ccccc1OC (stereo not drawn) | 11 | 32% | 6% | -8% | i | 16 | 21% | 15% | 7%
Cn1nc(-c2ccccc2F)c2cc(C(=O)N3CCN(C(=O)c4ccco4)CC3)sc21 | 10 | -4% | 7% | 2% | i | 12 | 6% | 7% | -6%
O=C(NC1CCCCC1)C(c1ccco1)N(Cc1ccco1)C(=O)c1ccco1 (stereo not drawn) | 0 | 2% | 13% | -1% | i | 7 | -36% | -34% | ·
Cc1ccc(C2/C(=C(\O)c3c(C)nc4ccccn34)C(=O)C(=O)N2CCCN(C)C)o1 (stereo not drawn) | 3 | -2% | -6% | 4% | i | 4 | -33% | -20% | 15%
COc1cc2c(cc1OC)CN(C(=O)COc1ccc(C)c(C)c1)CC2 | 14 | 8% | 7% | 1% | i | 3 | 1% | 7% | 1% | PMK inhibit pilot replicates=0.0;MK inhibit pilot replicates=0.0;DPM-DC inhibit pilot screen %=0.0
Clc1cccc(NCc2nnc(SCc3ccccc3)o2)c1 | 8 | 13% | 20% | -4% | i | 7 | 3% | 1% | 6%
CCCCOC(=O)c1ccc(OC(=O)c2cccnc2)cc1 | 10 | -1% | 5% | 0% | i | 11 | 10% | -1% | ·
CCCCCn1c(CNC(=O)CC)nc2ccccc21 | 6 | -3% | 6% | -3% | i | 0 | -6% | -12% | ·
Cc1nc2sc(C(c3ccc(F)cc3)N3CCOCC3)c(O)n2n1 (stereo not drawn) | 1 | 30% | 2% | -5% | i | 19 | -2% | 1% | 9%
COc1ccc(C(=O)OCc2cc3cccc(C)c3[nH]c2=O)cc1 | 2 | -4% | 8% | -6% | i | 7 | 1% | 7% | ·
Cc1nc2sc(C(c3cccs3)N3CCN(Cc4ccccc4)CC3)c(O)n2n1 (stereo not drawn) | 0 | -2% | -2% | -4% | i | 7 | -4% | -7% | 7%
CC(=O)Oc1oc(-c2ccccc2)nc1/C=N/c1ccccn1 | 0 | -3% | 11% | 3% | i | 14 | 6% | 10% | 13%
COC(=O)c1cccc(NC(=O)C2COc3ccccc3O2)c1C (stereo not drawn) | 8 | 0% | 16% | 1% | i | 9 | -1% | -8% | 1% | PMK inhibit pilot replicates=9.0;MK inhibit pilot replicates=3.5;DPM-DC inhibit pilot screen %=0.0
CCCCNC(=O)CN(C1CCCCC1)S(C)(=O)=O | 6 | -5% | 11% | -10% | i | 5 | 0% | 2% | 4% | PMK inhibit pilot replicates=2.0;MK inhibit pilot replicates=2.5;DPM-DC inhibit pilot screen %=2.0
O=C(NCCc1ccccc1)C1CCCN(S(=O)(=O)c2cccs2)C1 (stereo not drawn) | 4 | 1% | 18% | -5% | i | 12 | 9% | 0% | -8% | PMK inhibit pilot replicates=3.0;MK inhibit pilot replicates=2.5;DPM-DC inhibit pilot screen %=0.5
Cn1c(=O)c2c(-c3ccc(C(C)(C)C)cc3)n(N3CCOCC3)cc2n(C)c1=O | 7 | 9% | 2% | 4% | i | 10 | 5% | 5% | ·
O=C(NCc1nnc(SCC(=O)N2CCCC2)o1)c1ccccc1F | 2 | · | 8% | -2% | i | 11 | 3% | 0% | 2%
COCCOCCn1c(CCCO)nc2ccccc21 | 3 | 5% | 4% | -7% | i | 0 | -5% | 3% | 5%
O=C(CNS(=O)(=O)c1ccc(Br)s1)Nc1ccc2c(c1)OCCO2 | 8 | -1% | 5% | 7% | i | 13 | 1% | 5% | -2%
CSc1sc(C(=O)O)c2c1C(=O)CCC2 | 11 | 5% | 18% | 2% | i | 6 | 24% | 13% | 4%
Later entries.
SMILES | MK inhibit | HT1080 viability | Alkaline phosphatase | Bfl-1 inhibitors | DPM-DC inhibit | PMK inhibit | KRASV12 cytotoxicity | HPDE-C7 viability | LYP phosphatase | others
CCc1nc(OCCN(C)C)c2oc3ccccc3c2n1 | 6 | 3% | 12% | -16% | i | 15 | -3% | -12% | -19%
CCOc1ccccc1N(CC(=O)NC(C)(C)C)C(=O)c1ccc(CN2CCOCC2)o1 | 0 | -3% | 7% | -2% | i | 13 | -9% | -15% | 1%
CCOc1ccc(-c2nnc3ccc(SCC(=O)N4CCN(c5ccccc5)CC4)nn23)cc1 | 2 | -4% | 10% | -5% | i | 15 | 44% | 57%* | 6%
CCC(C(=O)c1ccc(O)cc1)c1ccccc1 (stereo not drawn) | 7 | -4% | 3% | -2% | i | 13 | 18% | 9% | 3%
Cc1ccc(C)c(S(=O)(=O)C(C#N)c2nc3ccccc3nc2N2CCCC2)c1 (stereo not drawn) | 5 | 2% | 15% | 70% | · | 0 | 15% | 10% | 13%
Fc1ccccc1OCCCCn1cncn1 | 1 | -2% | 8% | -4% | i | 2 | 7% | -3% | 8%
Nc1cc(-c2ccc(Br)cc2)nn1S(=O)(=O)c1ccccc1 | 15 | 8% | 15% | 0% | i | 1 | 7% | -7% | -5% | PMK inhibit pilot replicates=0.0;MK inhibit pilot replicates=0.0;DPM-DC inhibit pilot screen %=9.5
C=CCn1c(SCC(=O)Nc2c(C)cccc2C)nnc1-c1ccncc1 | 2 | -5% | 11% | -5% | i | 17 | 5% | 1% | ·
O=C(CN1C(=O)C2C3C=CC(C3)C2C1=O)NCCC1=CCCCC1 (stereo not drawn) | 5 | 4% | -1% | -2% | i | 13 | -4% | -7% | -7%

2 entries picked at random from the list so far:
SMILES | MK inhibit | HT1080 viability | Alkaline phosphatase | Bfl-1 inhibitors | DPM-DC inhibit | PMK inhibit | KRASV12 cytotoxicity | HPDE-C7 viability | LYP phosphatase | others
Nc1cc(-c2ccc(Br)cc2)nn1S(=O)(=O)c1ccccc1 | 15 | 8% | 15% | 0% | i | 1 | 7% | -7% | -5% | PMK inhibit pilot replicates=0.0;MK inhibit pilot replicates=0.0;DPM-DC inhibit pilot screen %=9.5
Fc1ccccc1OCCCCn1cncn1 | 1 | -2% | 8% | -4% | i | 2 | 7% | -3% | 8%
